Assay outcomes deposited in PubChem by several laboratories.
CHRM4 antagonist: antagonists of human muscarinic M4 receptor (CHRM4) | inhibition, % at 3 µM | CHO-hM4 cells, ACh EC80, Fluo-8 calcium fluorescence | hit rate 0.73% among 360,000 | AID 624125;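 active = inhibition above its plate's cutoff, the mean inhibition of sample wells plus 3 SD, cut at about 27% in these data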;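 note: 0% = acetylcholine EC80 with DMSO and 100% = DMSO without agonist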
Target sequence (P08173 whole entry, looked up): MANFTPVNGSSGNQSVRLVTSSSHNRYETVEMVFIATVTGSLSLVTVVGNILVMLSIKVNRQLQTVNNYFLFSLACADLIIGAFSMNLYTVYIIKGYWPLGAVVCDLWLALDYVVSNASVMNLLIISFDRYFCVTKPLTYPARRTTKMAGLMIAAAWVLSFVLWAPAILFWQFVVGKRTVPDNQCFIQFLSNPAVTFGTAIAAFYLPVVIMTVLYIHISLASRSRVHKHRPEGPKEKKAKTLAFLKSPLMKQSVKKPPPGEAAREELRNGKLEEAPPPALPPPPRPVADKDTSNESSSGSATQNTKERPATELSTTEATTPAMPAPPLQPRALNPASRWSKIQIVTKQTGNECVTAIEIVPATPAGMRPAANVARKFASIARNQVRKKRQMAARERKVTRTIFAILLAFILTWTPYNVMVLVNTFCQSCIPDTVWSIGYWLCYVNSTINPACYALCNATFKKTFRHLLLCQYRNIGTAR
IDE inh: cellular human IDE inhibition. P14735. HEK cells, FAbetaB cleavage, fluorescence polarization. inhibition, % at 5.59 µM. hit rate 0.41% among 320,000. AID 434962;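 active = percent inhibition above the average of all tested compounds plus 3 SD, set per screening campaign, cut at about 16% in these data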;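 note: IDE supplied by intact live HEK cells; FP after avidin binding of uncleaved biotin substrate so inhibition keeps polarization high; 0% = DMSO wells and 100% = 60 µM reference IDE inhibitor Ii1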
CRFBP-R2 block: CRF-BP/CRF-R2 complex antagonism; HEK293 CRF-R2/CRF-BP, CRF-induced calcium fluorescence; inhibition, % at 11.8 µM; hit rate 0.59% among 350,000; AID 588475;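 active = inhibition of the ligand-induced calcium signal above about 50% at the single tested concentration, limit read from the data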
CHRM5 agonist: agonists of human muscarinic M5 receptor (CHRM5). activation, % at 3 µM. hit rate 0.19% among 360,000. CHO-K1 hM5 cells, Fluo-8 calcium fluorescence; 0% DMSO wells, 100% maximal acetylcholine response. P08912. AID 624037;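 active = activation above the run's mean over test compounds plus 3 SD, cut at about 23% in these data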;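 note: signal is peak over basal fluorescence ratio across the kinetic read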
Target sequence (P08912 whole entry, looked up): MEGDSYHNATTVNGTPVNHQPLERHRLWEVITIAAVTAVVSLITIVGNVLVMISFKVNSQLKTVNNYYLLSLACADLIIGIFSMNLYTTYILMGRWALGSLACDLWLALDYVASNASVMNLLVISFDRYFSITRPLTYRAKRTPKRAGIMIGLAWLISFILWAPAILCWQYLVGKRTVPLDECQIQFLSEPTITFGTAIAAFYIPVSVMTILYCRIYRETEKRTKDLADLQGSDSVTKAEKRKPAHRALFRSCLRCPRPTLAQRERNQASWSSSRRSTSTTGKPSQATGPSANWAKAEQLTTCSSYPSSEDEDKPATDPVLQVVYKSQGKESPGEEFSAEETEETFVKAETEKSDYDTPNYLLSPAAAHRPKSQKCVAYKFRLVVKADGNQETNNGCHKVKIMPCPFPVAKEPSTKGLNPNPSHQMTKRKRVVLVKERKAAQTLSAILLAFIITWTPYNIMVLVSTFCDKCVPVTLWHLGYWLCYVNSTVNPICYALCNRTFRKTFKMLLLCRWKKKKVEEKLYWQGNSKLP
CHRM4 PAM: positive allosteric modulators of human muscarinic M4 receptor; P08173; hit rate 0.4% among 360,000; CHO-K1 hM4/Gqi5, Fluo-8 calcium fluorescence, ACh EC20; 0% = ACh EC20, 100% = maximal ACh; AID 624126; activation, % at 3 µM;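 active = activation above its plate's cutoff, the mean activation of sample wells plus 3 SD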; note: some results filed as inactive read as strong as hits
CHRM4 agonist: agonists of human muscarinic M4 receptor (CHRM4). P08173. CHO-K1 hM4/Gqi5, Fluo-8 calcium fluorescence; vehicle 0%, full acetylcholine response 100%. activation, % at 3 µM. hit rate 0.14% among 360,000. AID 624127;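 active = activation above the run mean over all test wells plus 3 SD, cut at about 32% in these data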;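 note: peak over basal fluorescence ratio per well then scaled between controls; 0% = DMSO wells and 100% = acetylcholine at EC100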
CHRM5 PAM: potentiates acetylcholine response at human M5 receptor. CHO-K1 hM5, Fluo-8 calcium, ACh EC20 PAM; 0% = ACh EC20, 100% = ACh EC100. P08912. hit rate 0.3% among 360,000. activation, % at 3 µM. AID 624038;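 active = activation above the run cutoff, the mean activation of all test compounds plus 3 SD, cut at about 18% in these data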
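System – CHO-K1 hM5 cells · Compound – 3 µM, single dose · Incubation – compound preincubation 140 s before EC20 acetylcholine addition · Technique – Fluo-8 calcium fluorescence · Measure – Max/basal fluorescence ratio as % of EC20–EC100 ACh window · Benchmarks – low control EC20 acetylcholine (0%), high control EC100 acetylcholine (100%) · Replication – singlicate, one well per test compound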
CHRM5 antagonist: CHRM5 antagonism in calcium assay. P08912. CHO-hM5 cells, Fluo-8 calcium fluorescence, ACh EC80. inhibition, % at 3 µM. hit rate 0.59% among 360,000. AID 624040;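 active = inhibition above a per-plate cutoff, the mean of that plate's test compounds plus 3 SD, cut at about 27% in these data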;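 note: 0% = acetylcholine EC80 with DMSO and 100% = DMSO without agonist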
CRFR2-BP ag: agonists of human CRF-binding protein/CRF-R2 receptor complex; HEK293 CRF-R2/CRF-BP, calcium dye fluorescence (FLIPR); percent of saturating CRF peptide response; activation, % at 13.2 µM; hit rate 0.46% among 350,000;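 active = activation of at least 50%, plus an integration ratio under a set limit after plate pattern correction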;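 note: plate controls were neutral control wells without compound for no effect and CRF at EC100 for full effect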
Active calls of the source: *; nt = not tested or not shown.

SMILES	CHRM4 antagonist	IDE inh	CRFBP-R2 block	CHRM5 agonist	CHRM4 PAM	CHRM4 agonist	CHRM5 PAM	CHRM5 antagonist	CRFR2-BP ag
Cc1cnc(NC(=O)c2ccccn2)s1	-9.8	-6.6	-26.0	-2.9	5.2	0.8	1.6	-0.6	-1.3
Cc1ccc(CCNC(=O)c2cccc(NC3=NC4CS(=O)(=O)CC4S3)c2)cc1 (stereo unspecified)	-2.0	4.2	19.0	0.6	11.3	-0.6	-1.1	0.3	-4.0
O=C(NNS(=O)(=O)c1ccc([N+](=O)[O-])cc1)c1ccc([N+](=O)[O-])cc1	-2.9	-2.4	2.9	0.4	-0.9	0.3	-0.6	-2.4	-0.9
COc1ccccc1C(=O)NCCC(=O)N1CCCC(C)C1 (stereo unspecified)	10.8	-1.0	-2.6	-2.3	-7.8	0.5	-6.2	18.3	0.6
O=C(Nc1ccccc1N1CCOCC1)c1ccccc1[N+](=O)[O-]	-19.0	-0.7	-6.4	-5.2	7.5	1.7	0.3	-2.4	2.1
CC1CCCC(NC(=O)COC(=O)COc2ccc(C#N)cc2)C1C (stereo unspecified)	4.1	2.8	-0.6	6.7	5.2	2.6	3.0	3.0	-0.5
C[C@H](CO)N1C[C@H](C)[C@@H](CN(C)S(=O)(=O)c2cccc(F)c2)OCc2cnnn2CCCC1=O	-22.5	nt	-2.8	-0.8	0.7	1.2	1.5	-4.6	0.0
O=C(CCCn1c(=S)[nH]c2cc3c(cc2c1=O)OCO3)N1CCN(c2ccc(F)cc2)CC1	19.5	8.7	4.2	-5.1	5.9	1.1	0.7	5.5	1.0
Cc1ccc(S(=O)(=O)N2CCN(C(=O)COC(=O)Cc3ccc(F)cc3)CC2)c(C)c1	8.9	nt	8.0	3.5	-0.5	5.1	-0.4	-3.1	-0.9
COC(=O)c1ccc(NC(=O)CSc2nnc(CNc3ccc(OC)cc3)n2C)cc1	-3.1	3.0	20.6	0.1	-3.9	0.4	-2.6	-3.0	-0.6
CC(=O)c1ccc(S(=O)(=O)NCCCC(=O)NCCc2ccccn2)cc1	1.2	5.1	4.1	-0.8	1.2	1.0	0.3	-2.8	-2.0
COc1cccc(C(=O)OCC(=O)NCCNC(=O)COC(=O)c2cccc(OC)c2OC)c1OC	-6.4	1.7	-3.7	-3.8	0.2	2.0	-6.8	-3.0	-4.9
CCOc1ccc(CCNc2cc(C)nc3ncnn23)cc1OCC	0.0	2.6	8.6	4.4	0.7	4.3	-1.5	-2.5	0.9
O=C(CC[C@H]1O[C@@H](n2ccc(=O)[nH]c2=O)[C@H](O)[C@@H]1O)N[C@H](Cc1ccccc1)C(=O)NCCCc1ccccc1	2.0	nt	nt	-0.7	1.0	-0.9	-1.1	1.6	nt
COc1ccc(OCC(=O)Nc2ccc(S(=O)(=O)N3CCCCCC3)cc2)cc1	8.7	1.0	-36.3	3.0	-1.4	7.2	-4.2	-0.9	7.0
Cc1ccn2c(=O)nc(SCC(=O)N3CCCC3)nc2c1	-4.6	10.3	-11.9	5.0	3.3	0.1	-6.5	5.2	1.9
COC(=O)CNC(=O)COc1ccccc1	-4.7	2.3	4.6	-2.1	4.0	0.9	4.1	0.0	0.9
NS(=O)(=O)c1ccc(N2C(=O)C3C4CC(C(Br)C4Br)C3C2=O)cc1 (stereo unspecified)	-7.1	nt	-73.6	0.2	5.8	1.1	3.6	-5.3	28.8
O=C(c1c(O)cc(O)cc1O)C1c2c(cc(O)c3c2O[C@H](c2ccc(O)cc2)[C@@H](O)C3)OC1c1ccc(O)cc1 (stereo partly specified)	0.1	0.2	3.6	2.6	4.4	-1.0	5.8	5.9	-1.1
COc1ccc(C[C@@H]2OC3(C=CC(=O)C=C3)O[C@H]2Cc2ccc(OC)cc2)cc1	75.7*	nt	-22.0	-2.0	-9.4	3.8	-0.4	15.4	7.7
Fc1ccc(C2CC(c3ccccc3)Nc3ncnn32)cc1 (stereo unspecified)	1.1	0.7	-5.4	1.1	-2.2	1.3	1.3	-0.6	8.4
CCOc1ccc(NC(=O)C(CC)n2nc(C)c3c(C)n(-c4ccccc4)nc3c2=O)cc1 (stereo unspecified)	-2.5	2.2	11.4	-8.5	-4.1	-1.4	4.1	-7.0	-1.3
CCCCOP(=O)(c1ccc(N(C)C)cc1)C(O)c1ccncc1 (stereo unspecified)	-1.9	9.6	7.2	-1.0	3.7	0.6	-0.4	2.5	-0.2
O=C(c1ccc(C(F)(F)F)cc1)C1CCCN(C(=O)Cn2cnnn2)C1 (stereo unspecified)	-3.7	4.7	4.6	0.2	12.2	1.2	5.8	-5.4	-1.9
COc1ccc(OC)c(S(=O)(=O)n2ccnc2C(C)C)c1	6.2	-4.3	-0.9	3.4	-2.1	0.4	10.3	-6.8	1.2
O=C(Nc1ccnn1C1CCN(C(=O)CCc2ccc(F)cc2)CC1)C1CCOC1 (stereo unspecified)	6.9	-2.1	-0.2	-1.7	0.4	1.3	-3.4	9.5	0.0
Cc1cc(C)c(OCC(=O)OCC(=O)N2CCc3ccccc3C2)c(C)c1	-11.1	4.4	8.3	-3.2	17.1	0.2	-1.2	1.6	-1.0
COC(=O)c1ccccc1NC(=O)COC(C)=O	-4.9	5.8	9.9	-3.0	0.8	1.7	-3.9	-1.0	0.0
COC(=O)c1ccc(CNC(=O)/C=C/c2cc([N+](=O)[O-])ccc2OC(F)F)cc1	-3.5	3.7	-2.8	-5.8	0.8	-2.1	4.2	-2.7	0.4
CCNC(=S)NNC(=O)C(c1ccccc1)c1ccccc1	-2.6	3.6	-2.1	0.4	11.3	0.2	3.9	-6.7	-0.4

Profiles, quoted from the list. Order of values: CHRM4 antagonist	IDE inh	CRFBP-R2 block	CHRM5 agonist	CHRM4 PAM	CHRM4 agonist	CHRM5 PAM	CHRM5 antagonist	CRFR2-BP ag
Results for Fc1ccc(C2CC(c3ccccc3)Nc3ncnn32)cc1 (stereo unspecified) : 1.1	0.7	-5.4	1.1	-2.2	1.3	1.3	-0.6	8.4
Results for COC(=O)CNC(=O)COc1ccccc1 : -4.7	2.3	4.6	-2.1	4.0	0.9	4.1	0.0	0.9

11 compounds out of the list, ordered by number of heavy atoms, low to high.
SMILES	CHRM4 antagonist	IDE inh	CRFBP-R2 block	CHRM5 agonist	CHRM4 PAM	CHRM4 agonist	CHRM5 PAM	CHRM5 antagonist	CRFR2-BP ag
COC(=O)CNC(=O)COc1ccccc1	-4.7	2.3	4.6	-2.1	4.0	0.9	4.1	0.0	0.9
COC(=O)c1ccccc1NC(=O)COC(C)=O	-4.9	5.8	9.9	-3.0	0.8	1.7	-3.9	-1.0	0.0
COc1ccc(OC)c(S(=O)(=O)n2ccnc2C(C)C)c1	6.2	-4.3	-0.9	3.4	-2.1	0.4	10.3	-6.8	1.2
Fc1ccc(C2CC(c3ccccc3)Nc3ncnn32)cc1 (stereo unspecified)	1.1	0.7	-5.4	1.1	-2.2	1.3	1.3	-0.6	8.4
NS(=O)(=O)c1ccc(N2C(=O)C3C4CC(C(Br)C4Br)C3C2=O)cc1 (stereo unspecified)	-7.1	nt	-73.6	0.2	5.8	1.1	3.6	-5.3	28.8
O=C(c1ccc(C(F)(F)F)cc1)C1CCCN(C(=O)Cn2cnnn2)C1 (stereo unspecified)	-3.7	4.7	4.6	0.2	12.2	1.2	5.8	-5.4	-1.9
Cc1cc(C)c(OCC(=O)OCC(=O)N2CCc3ccccc3C2)c(C)c1	-11.1	4.4	8.3	-3.2	17.1	0.2	-1.2	1.6	-1.0
COc1ccc(C[C@@H]2OC3(C=CC(=O)C=C3)O[C@H]2Cc2ccc(OC)cc2)cc1	75.7*	nt	-22.0	-2.0	-9.4	3.8	-0.4	15.4	7.7
O=C(Nc1ccnn1C1CCN(C(=O)CCc2ccc(F)cc2)CC1)C1CCOC1 (stereo unspecified)	6.9	-2.1	-0.2	-1.7	0.4	1.3	-3.4	9.5	0.0
CCOc1ccc(NC(=O)C(CC)n2nc(C)c3c(C)n(-c4ccccc4)nc3c2=O)cc1 (stereo unspecified)	-2.5	2.2	11.4	-8.5	-4.1	-1.4	4.1	-7.0	-1.3
O=C(c1c(O)cc(O)cc1O)C1c2c(cc(O)c3c2O[C@H](c2ccc(O)cc2)[C@@H](O)C3)OC1c1ccc(O)cc1 (stereo partly specified)	0.1	0.2	3.6	2.6	4.4	-1.0	5.8	5.9	-1.1

(cont.)
SMILES	CHRM4 antagonist	IDE inh	CRFBP-R2 block	CHRM5 agonist	CHRM4 PAM	CHRM4 agonist	CHRM5 PAM	CHRM5 antagonist	CRFR2-BP ag
COc1cccc(NC(=S)N/N=C2\CC(C)(C)Oc3ccc(O)cc32)c1	3.1	-4.2	0.7	0.4	-6.4	7.0	-9.7	5.7	1.4
Cc1cccc(Nc2nnc(SCC(=O)Nc3ccccc3[N+](=O)[O-])s2)c1C	-10.3	2.2	-38.7	0.7	-13.5	10.5	-11.7	7.0	-1.3
COc1ccc(/C=N/NC(=O)c2nc(-c3ccccc3)cc(-c3ccccc3)n2)cc1O	5.2	-2.6	32.8	8.9	-10.1	11.3	-18.6	15.8	4.8
CN(C)CCCO/N=C(\c1ccccc1)c1ccncc1	-4.3	-1.2	1.7	-10.0	-4.4	1.2	-13.6	13.1	-1.2
CC(C#N)(NC(=O)CN1CCN(S(=O)(=O)c2ccccc2C#N)CC1)C1CC1 (stereo unspecified)	5.4	-3.3	-33.0	3.5	2.1	1.5	-5.5	10.2	10.8
CC(C)CC(=O)Nc1nnc(S(=O)(=O)N2c3ccccc3CC2C)s1 (stereo unspecified)	-29.8	2.4	-5.0	-0.7	3.2	0.3	2.8	-0.4	-1.2
COc1ccc(OC)c(NC(=O)C2(C)CCN2C(C)C)c1 (stereo unspecified)	-6.2	nt	nt	-5.3	3.3	-1.3	-4.1	16.6	nt
CCOC(=O)[C@H]1[C@H]2COc3ccc(Br)cc3[C@@H]2N2C(=O)c3c(C)cc(C)cc3NC(=O)[C@@]12C	1.2	2.3	9.2	-2.1	7.8	0.8	-0.1	3.5	-0.8
CCc1ccc(CN(C)Cc2nc(Cc3ccccc3)no2)nc1	-2.9	-7.5	-0.9	-2.7	-6.0	0.7	-3.6	6.9	-0.7
O=[N+]([O-])c1ccc(N2CCN(c3ccc(F)cc3)CC2)cc1	12.2	-1.5	-9.3	-4.9	-7.7	1.2	-6.8	5.8	7.4
COc1ccc(/C=C/C(=O)Nc2ccc(N3CCOCC3)cc2)cc1	-0.8	5.5	8.6	-1.2	1.4	1.8	-10.1	11.1	-0.2
COC(=O)c1cc(C)sc1NC(=O)C1CC=CCC1C(=O)O (stereo unspecified)	-7.1	0.3	-10.9	3.5	3.0	0.4	6.0	-4.1	-0.1
O=C(c1ccccc1)c1ccccc1N/C=C/c1nnnn1-c1ccccc1	-13.3	0.1	-3.0	-6.5	0.7	-0.8	0.9	-1.9	-0.7
CCOC(=O)N1CCN(c2cc(=O)n(-c3ccc(C)cc3)c(=O)[nH]2)CC1	-3.4	-2.2	31.4	7.2	7.3	0.1	1.5	1.5	-7.8
